# Compound activity deposited in PubChem by several laboratories.
# TRPC4 act = activators of mouse TRPC4 channel, primary screen, Fluo4 calcium, HEK293 TRPC4beta/mu-opioid cells. Short transient receptor potential channel 4 (Mus musculus), Q9QUQ5. Fluo4 calcium fluorescence; stronger effect = higher value. hit rate 0.49% among 310,000. B-score at 10 µM. AID 2237, 2010;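 active means B-score above 5 SD of library B-scores, and initial fluorescence ratio not above library mean plus 5 SD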;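 further: positive B-score marks a calcium rise read as TRPC4 activation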
#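 Assay system: HEK293 cells stably co-expressing mouse TRPC4beta and mu-opioid receptor / Timing: Fluo4 dye loading 45 min at room temperature, 110 s recording / Signal: Fluo4 calcium-sensitive dye fluorescence, kinetic, 1 Hz baseline / Read-out: integrated baseline-normalised fluorescence ratio, converted to per-well B score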
# HIF activator = HIF pathway transcriptional activators, primary screen, cell-based, U2OS HRE-luciferase, luminescence | U2OS HRE-luciferase reporter; normalized: DMSO 0%, desferrioxamine 100% | activation, % at 7.5 µM (by protocol) | hit rate 0.32% among 300,000 | AID 1910, 2009;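 active means mean activation of at least 10% of the iron chelator positive control signal, with at least half of replicates also reaching 10%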
# TRPC4 inh = inhibitors of mouse TRPC4 channel, primary screen, Fluo4 calcium, HEK293 TRPC4beta/mu-opioid cells; DAMGO-evoked Fluo4 calcium flux; stronger effect = lower value; AID 2247, 2010; hit rate 0.39% among 300,000; B-score at 10 µM; Short transient receptor potential channel 4 (Mus musculus), Q9QUQ5;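 active means B-score over 3 SD under the library average, no early fluorescence shift, positive overall ratio signal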
#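 Signal: kinetic Fluo4 fluorescence imaging of calcium influx. Material: stable TRPC4beta/mu-opioid receptor HEK293 cells. Probe or stimulus: DAMGO in two steps, submaximal then maximal.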
# MrgX1 agonist = agonists of human MrgX1 receptor, primary screen, HEK293 cells, Fluo-4 calcium flux; hit rate 0.44% among 310,000; B-score at 10 µM; Fluo-4 calcium fluorescence, agonist mode; stronger effect = higher value; Mas-related G-protein coupled receptor member X1 (Homo sapiens), Q96LB2;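 active means calcium response B-score plate-corrected fluorescence ratio at least 3 library SD, with starting fluorescence B-score inside 5 SD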
# Target sequence (Q96LB2 whole entry, looked up): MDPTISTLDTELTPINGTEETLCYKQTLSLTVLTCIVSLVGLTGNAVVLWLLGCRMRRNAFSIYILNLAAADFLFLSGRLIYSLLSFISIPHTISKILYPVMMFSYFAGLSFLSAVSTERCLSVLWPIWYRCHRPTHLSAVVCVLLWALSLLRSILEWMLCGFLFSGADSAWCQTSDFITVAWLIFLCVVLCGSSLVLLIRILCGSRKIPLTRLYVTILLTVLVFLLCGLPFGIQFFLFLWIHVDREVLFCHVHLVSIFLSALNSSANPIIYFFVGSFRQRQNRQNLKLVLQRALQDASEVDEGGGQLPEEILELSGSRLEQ
#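 Material – MrgX1-expressing HEK293 cells · Input – 15,000 cells seeded per well · Dosing – compound as first of three additions · Times – overnight seeding, then 1 h dark dye loading · Measured by – kinetic Fluo-4 NW fluorescence of intracellular calcium · Read-out – B-scored fluorescence response ratio · Benchmarks – positive and negative control wells on each plate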
# PolyA inh = polyadenylation inhibitors in yeast reporter cells, primary screen, luminescence, S. cerevisiae; AID 1875, 2009; S. cerevisiae SKY197-pL101 polyadenylation reporter, beta-gal luminescence; efflux-impaired pdr1/pdr3 knockout yeast; score 100 = 6 SD above DMSO; hit rate 0.02% among 300,000; calls only at 12 µM;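 active means lowest replicate activity score at least 50, where 100 means six control SD above control mean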;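 further: yeast exposed to compound for 9 h at 30 °C; higher score means more reporter readthrough which indicates perturbed polyadenylation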
# TRPC4 PAM = positive allosteric modulators of TRPC4, primary screen, cell-based, mouse TRPC4beta, HEK293 mu-opioid, Fluo-4 calcium; hit rate 0.42% among 310,000; B-score at 10 µM; DAMGO EC20, Fluo-4 Ca2+ flux; stronger effect = higher value; AID 2227, 2009; Short transient receptor potential channel 4 (Mus musculus), Q9QUQ5;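 active means B-score of calcium response area above 5 SD of library B-scores, with initial fluorescence ratio within 5 SD of library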;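 further: B-score of integrated fluorescence ratio over time as area under calcium response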
# TRPC6 inh = mouse TRPC6 channel inhibitors, primary screen, cell-based, HEK293, membrane potential dye; Short transient receptor potential channel 6 (Mus musculus), Q61143; ACh-evoked depolarization; stronger effect = lower value; B-score at 10 µM; hit rate 1.1% among 310,000;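 active means B-score under library mean minus 3 SD, initial fluorescence not abnormally high, positive integrated signal ratio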;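 further: B-score derived from integrated fluorescence ratio over the kinetic read; more negative B-score means stronger inhibition of depolarization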
# MrgX1 PAM = positive allosteric modulators of MrgX1, primary screen, HEK293 cells, Fluo-4 calcium flux | hit rate 0.63% among 310,000 | Mas-related G-protein coupled receptor member X1 (Homo sapiens), Q96LB2 | FDSS; stronger effect = higher value | B-score at 10 µM | AID 588675, 2011;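 active means plate-corrected calcium response at least 3 library SD above typical, normal starting fluorescence, not activating the receptor alone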;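 further: compound read alongside a low EC10 to EC30 dose of BAM8-22 agonist; peak minus trough fluorescence over baseline measured at the second addition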
# AI-2 QS mod = Vibrio harveyi AI-2 quorum sensing modulators, primary screen, JMH597 strain, luminescence/OD600 ratio; Vibrio harveyi JMH597 AI-2 luminescence/OD600 ratio, 9 h; stronger effect = lower value; strain lacks LuxN and CqsS sensors; 0 = neutral-control median; activity change, % at 7.5 µM; hit rate 0.4% among 300,000; in the data active means activity change below about -75%, passing the limit was not always enough;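 further: luminescence divided by OD600 gain over 9 h not by final OD600 alone; inactives centre near 13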
# MrgX1 antagonist = antagonists of human MrgX1 receptor, primary screen, HEK293 cells, Fluo-4 calcium flux; BAM8-22 antagonism; stronger effect = lower value; Mas-related G-protein coupled receptor member X1 (Homo sapiens), Q96LB2; B-score at 10 µM; hit rate 1.3% among 310,000;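 active means calcium-response B-score plate-corrected more than 3 library SD below zero, starting fluorescence within 5 deviations, no agonist response on first addition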;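 further: peak minus trough fluorescence over baseline after final BAM8-22 challenge near maximal dose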
# TRPC6 activator = mouse TRPC6 channel activators, primary screen, cell-based, HEK293, membrane potential dye; HEK293-TRPC6 membrane potential dye fluorescence; stronger effect = higher value; B-score at 10 µM; hit rate 0.13% among 310,000;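 active means B-score of the integrated fluorescence ratio above library mean plus 3 SD, and starting fluorescence ratio within library mean plus 5 SD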;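 further: higher score means more depolarization so channel activation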
# * = called active by the depositor; i = inactive; . = not tested or not shown. Not all compounds are listed (hit frequency here may not be typical).
# Value order – TRPC4 act	HIF activator	TRPC4 inh	MrgX1 agonist	PolyA inh	TRPC4 PAM	TRPC6 inh	MrgX1 PAM	AI-2 QS mod	MrgX1 antagonist	TRPC6 activator
COc1ccc(NC(=O)CSc2nnc(CN3CCOCC3)n2C)cc1Cl
→ i	0.0	i	i	i	i	i	i	3.4	-7.05*	i
O=C1C2C3C=CC(C4CC34)C2C(=O)N1/N=C/c1ccc(-c2ccccc2[N+](=O)[O-])o1 (stereo not given)
→ i	0.4	i	i	i	i	i	i	-0.6	i	i
COc1ccc(CCNC(=O)CN2CCN(c3ccccc3Cl)CC2)cc1
→ i	-0.1	i	i	i	i	i	i	1.4	i	i
COCCCNC(=O)Cn1cc(/C=C(\C#N)C(=O)NC2CCCC2)c2ccccc21
→ i	0.2	i	i	i	i	i	i	1.8	i	i
CS(=O)(=O)c1ccc(Cl)c(NC(=O)c2cccc(-n3cnnn3)c2)c1
→ i	-0.3	i	i	i	i	i	i	12.8	i	i
CCC(=O)NC(=S)Nc1ccc(NC(=O)c2cccnc2)cc1
→ i	-0.2	i	i	i	i	i	i	10.5	i	i
CC(OC(=O)/C=C/c1ccccc1)C(=O)Nc1cccc(C#N)c1 (stereo not given)
→ i	-0.5	i	i	i	i	i	i	16.5	i	i
CC1CC(C)CN(C(=O)CCc2ccccc2)C1 (stereo not given)
→ i	-0.3	i	i	i	i	i	i	4.9	i	i
CCn1c(SCC(N)=O)nc2sc3c(c2c1=O)CCCC3
→ i	-0.4	i	i	i	i	i	i	14.4	i	i
CCN(CC(=O)Nc1c(F)cccc1F)C(=O)c1cccc(S(=O)(=O)N2CCN(c3ccccc3)CC2)c1
→ i	-0.1	i	i	i	i	i	i	3.3	i	i
O=C(N/N=C\c1ccc([N+](=O)[O-])s1)C1COc2ccccc2O1 (stereo not given)
→ i	0.8	i	i	i	i	i	i	-85.8*	i	i
Cc1ccc(S(=O)(=O)Nc2ccc(-c3nnc(SCC#N)n3C)cc2)cc1
→ i	-0.2	i	i	i	i	i	i	11.9	i	i
CC(NC(=O)Nc1ncccn1)(C(F)(F)F)C(F)(F)F
→ i	-0.2	i	i	i	i	i	i	-7.3	i	i
CC1CCc2cccc3c2N1c1cc(C#N)c(C#N)cc1O3 (stereo not given)
→ i	-0.6	i	i	i	i	i	i	-24.0	i	i
O=C(NCC1CCCO1)c1sc2cc(Cl)ccc2c1Cl (stereo not given)
→ i	9.9*	i	i	i	i	i	i	23.8	i	i
O=C1CC(c2ccccc2)CN1Cc1ccccc1 (stereo not given)
→ i	0.1	i	i	i	i	i	i	14.1	i	i
O=C(CSC1=NCCS1)N1CCc2ccccc21
→ i	4.0	i	i	i	i	i	i	21.6	i	i
O=C1CC(c2ccco2)CC(O)=C1C=NCCO (stereo not given)
→ i	-1.3	i	i	i	i	i	i	2.7	i	i
CCOC(=O)c1cnc2c(Cl)cccc2c1NCCCN1CCOCC1
→ i	0.9	i	i	i	i	-6.34*	i	0.5	i	i
COc1ccccc1NCN1C(=O)CCC1=O
→ i	0.0	i	i	i	i	i	i	32.5	i	i
COc1ccccc1C1NC(c2ccccc2OC)C(C)C(=O)C1C (stereo not given)
→ i	-0.6	i	i	i	i	i	i	17.1	i	i
COc1ccc(CCNC(=O)CCC(=O)N2CCN(S(=O)(=O)c3ccc(Cl)cc3)CC2)cc1OC
→ i	-26.7	i	i	i	i	i	i	29.1	i	i
CC(NC(=O)Cn1nc(C(F)(F)F)c2c1CCC2)c1ccccc1 (stereo not given)
→ i	-0.2	i	30.9*	i	i	i	i	4.8	i	i
COC(=O)Cn1cc(/C=N/NC(=O)COc2cccc3cccnc23)c2ccccc21
→ i	-36.6	i	i	i	i	i	i	5.4	i	i
CC(C)CCNC(=O)C(C)N(Cc1ccc(F)cc1)C(=O)c1ccc(CN2CCOCC2)o1 (stereo not given)
→ i	0.2	i	i	i	i	i	i	3.8	i	i
O=C(CN1CCN(c2ccccc2O)CC1)NCCCc1ccccc1
→ i	-0.5	i	i	i	i	i	i	7.8	i	i
COc1cccc(C(=O)N2CCN(C3CCC(c4ccccc4)CC3)CC2)c1 (stereo not given)
→ i	0.6	i	.	i	i	i	.	5.2	.	i
COc1ccc(N2C(=O)CC(N3CCN(S(=O)(=O)c4ccc(Cl)cc4)CC3)C2=O)cc1 (stereo not given)
→ i	0.2	i	i	i	i	i	i	11.2	i	i
CCN1CCN(c2ccc(S(=O)(=O)N3CCCCC3)cc2NC(=O)Cc2c(F)cccc2Cl)CC1
→ i	-0.5	i	i	i	11*	i	i	32.8	i	i
CNC(=O)c1nnc(Cc2ccc(F)cc2)o1
→ i	-0.2	i	i	i	i	i	i	-7.7	i	i

# Next part.
# Value order – TRPC4 act	HIF activator	TRPC4 inh	MrgX1 agonist	PolyA inh	TRPC4 PAM	TRPC6 inh	MrgX1 PAM	AI-2 QS mod	MrgX1 antagonist	TRPC6 activator
CC(C)OCCCNc1ncc2c(n1)CC(c1ccc(N(C)C)cc1)CC2=O (stereo not given)
→ i	-0.7	i	i	i	i	i	i	19.9	i	i
Cc1cc(C)c2nc(SCC(=O)Nc3cc(C)on3)c(C#N)cc2c1
→ i	1.3	i	i	i	i	i	i	.	i	i
CC(=O)Nc1ccc2nc(NC(=O)COc3cccc(C)c3)sc2c1
→ i	0.3	i	i	i	i	i	i	-41.4	i	i
O=C(Cc1ccccc1)N/N=C/c1ccc(Cl)cc1Cl
→ i	0.6	i	i	i	i	i	i	.	i	i
CCN(CC)CCCOc1ccc(Cl)c(Cl)c1
→ 46*	-0.8	i	107*	i	24*	i	i	11.6	i	i
CS(=O)(=O)N(CC(=O)NC1CCCC1)c1cccc(F)c1
→ i	0.2	i	i	i	i	i	i	6.8	i	i
Cc1nnc(SCC(=O)N2CC(C)OC(C)C2)n1-c1ccccc1 (stereo not given)
→ i	-7.0	i	i	i	i	i	i	.	i	i
O=C1CC(c2ccc(F)cc2)C2=C(CCCC2=O)N1 (stereo not given)
→ i	-0.3	i	i	i	i	i	i	27.0	i	i
O=C(O)C1CCN(S(=O)(=O)c2ccc(N3CCC(O)CC3)c([N+](=O)[O-])c2)CC1
→ i	-0.6	i	i	i	i	i	i	23.7	i	i
Cc1ccc(S(=O)(=O)NC(CC(=O)N2CCOCC2)c2ccco2)cc1 (stereo not given)
→ i	0.3	i	i	i	i	i	i	-4.2	i	i
CCc1cccc(N=c2c([N+](=O)[O-])nn(-c3ccc(Cl)cc3)n2O)c1
→ i	0.0	i	i	i	i	i	i	110.1	i	i
Cc1ccc(S(=O)(=O)N2CCOCC2)cc1NC(=O)COc1ccc(-c2nnco2)cc1
→ i	-1.7	i	i	i	i	i	i	3.8	i	i
O=C(Nc1ccccc1OC(F)F)c1ccccc1
→ i	-0.1	i	i	i	i	i	i	33.3	i	i
O=c1[nH]c(SCc2ccccc2Cl)nc2c1CCC2
→ i	-0.4	i	i	i	i	i	i	32.1	i	i
O=C(O)[C@@H]1CCCN1C(=O)CCc1c[nH]c2ccccc12
→ i	0.8	i	i	i	i	i	i	4.9	i	i
Cc1cc(C)c(C)c(OCCNCc2ccccc2)c1
→ i	0.8	i	i	i	i	i	i	.	i	i
O=C(CCn1c(=O)[nH]c2ccccc2c1=O)Nc1ccccc1
→ i	0.8	i	i	i	i	i	i	91.3	i	i
COc1cc(SC)ccc1C(=O)OCC(=O)NCC(C)C
→ i	1.1	i	i	i	i	i	i	33.7	i	i
N#Cc1ccc(NC(=O)CN2C(=O)NC(Cc3ccccc3)C2=O)cc1 (stereo not given)
→ i	-1.4	i	i	i	i	i	i	-15.3	i	i
NC(=O)c1ccc2nc(-c3ccccc3)c(-c3ccccc3)nc2c1
→ i	0.8	i	i	i	i	i	i	-1.3	i	i
COc1ccccc1NC(=O)NNC(=O)COc1ccc2ccccc2c1
→ i	-0.7	i	i	i	i	i	i	14.5	i	i
COc1ccccc1Nc1nc(N)nc(CSc2nccn2C)n1
→ i	-0.3	i	i	i	i	i	i	6.9	i	i
CN(C)/C=C/C(=O)c1ccc([N+](=O)[O-])c(CS(=O)(=O)c2ccc(Cl)cc2)c1
→ i	-0.8	i	i	i	i	i	i	4.9	i	i
O=C(CN(C(=O)CSc1nnc(COc2ccccc2)o1)c1ccc(F)cc1)NC1CCCC1
→ i	-0.4	i	i	i	i	i	i	12.0	i	i
O=c1nc(-c2ccccc2)n(-c2ccccc2)[nH]1
→ i	0.6	i	i	i	i	i	i	-43.7	i	i
CNC(=O)c1c(NC(=O)c2ccc(S(=O)(=O)N3CCCCC3)cc2)sc2c1CCN(C(C)C)C2
→ i	-0.7	i	i	i	i	i	i	34.9	i	i
COc1ccc2nc3cc(Cl)ccc3c(C#N)c2c1
→ i	-0.1	i	i	i	i	i	i	0.7	i	i
COc1ccccc1NS(=O)(=O)c1cc(NC(=O)CCC2CCCC2)ccc1N1CCOCC1
→ i	0.1	i	i	i	i	i	i	39.0	i	i
C=C(C)CN(Cc1ccccc1)C(=S)Nc1ccccc1
→ i	0.6	i	i	i	i	i	i	-6.1	i	i
COc1cc(NC(=O)COc2ccc(C)c(C)c2)ccc1NC(=O)c1ccco1
→ i	0.8	i	i	i	i	i	i	-1.6	i	i
Cc1[nH]n(C(N)=S)c(=O)c1N=Nc1ccc(S(=O)(=O)N2CCCCCC2)cc1
→ i	-0.1	i	i	i	i	i	i	13.5	i	i
c1ccc(CCC2CCCCN2Cc2nc(C3CC3)no2)cc1 (stereo not given)
→ i	0.2	i	i	i	i	i	i	29.8	i	i
Cc1sc2ncnc(NC3CCN(Cc4ccccc4)CC3)c2c1C
→ 193*	0.1	i	i	i	i	i	i	36.9	i	i
